# Source: PubChem (several laboratories)
# CDK5 inh = inhibitors of human CDK5/p35 kinase; Q00535+Q15078; Recombinant CDK5/p35, ADP-Glo luminescence, 60 min; inhibition, % at 10 µM; 330,000 compounds, 0.01% hits; AID 488839;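 active = highest replicate inhibition of at least 50% and at least 75% of replicates reaching 50%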;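 also: plate controls were DMSO neutral control for no effect and GW8510 at 10 µM for full effect; many of its hits are not listed in these tables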
# SR-BI DiI inh = blocks mouse SR-BI lipid uptake from DiI-HDL. AID 488896. inhibition, % at 12.5 µM. Q61009. 320,000 compounds, 0.96% hits. ldlA[mSR-BI] CHO cells, DiI-HDL uptake fluorescence, 3 h;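 active = mean replicate inhibition of at least 70% and a set share of replicates each scoring 70 or more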;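 also: 0% = median of neutral control wells and 100% = median of positive control wells; values of inactives mirror those of a sister screen read the other way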
# HTR5A inv ag = HTR5A inverse agonism, opioid heterodimer counter-screen | HTR5A cell line, luminescence | inhibition, % at 9.3 µM | P47898 | 340,000 compounds, 0.083% hits; in the data active = inhibition mostly above about 23%, no sharp cut-off; inactive = mostly below about 18%;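 also: 0% = cells with DMSO and 100% = no-cell wells with DMSO; some compounds called inactive have numbers as strong as hits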
# Target sequence (P47898 whole entry, looked up): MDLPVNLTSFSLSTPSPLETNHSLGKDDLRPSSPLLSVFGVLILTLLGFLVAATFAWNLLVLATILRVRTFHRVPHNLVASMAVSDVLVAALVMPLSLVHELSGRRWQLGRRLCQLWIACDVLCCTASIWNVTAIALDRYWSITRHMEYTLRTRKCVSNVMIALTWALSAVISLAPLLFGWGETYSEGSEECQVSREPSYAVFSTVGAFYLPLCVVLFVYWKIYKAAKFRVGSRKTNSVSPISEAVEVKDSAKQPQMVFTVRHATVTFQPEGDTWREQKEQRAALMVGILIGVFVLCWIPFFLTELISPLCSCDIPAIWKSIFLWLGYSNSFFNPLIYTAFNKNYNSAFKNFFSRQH
# MITF act = activators of MITF-driven TRPM1 promoter activity in SK-MEL-5 cells; SK-MEL-5 TRPM1-promoter luciferase, 24 h; % of positive control, neutral wells = 0; activation, % at 12.5 µM; 300,000 compounds, 0.75% hits; AID 588334;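 active = mean activation of at least 80% with every replicate also reaching 80%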;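 also: 0% = neutral control wells and 100% = parthenolide positive control wells; values of inactives mirror those of a sister screen read the other way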
# PvdQ acylase = P. aeruginosa PvdQ acylase inhibition; purified PvdQ acylase, fluorescence plate reader; inhibition, % at 10 µM; 340,000 compounds, 0.063% hits; in the data active = inhibition above about 30%, passing the limit was not always enough;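 also: 0% = vehicle neutral wells and 100% = reference inhibitor wells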
# V-ATPase pH = yeast V-ATPase proton transport regulation by pHLuorin | S. cerevisiae, pHLuorin cytosolic pH fluorescence | 350,000 compounds, 0.37% hits | response, % at 10 µM; in the data active = response mostly above about 7.3%, no sharp cut-off; inactive = mostly below about 5.4%; also: actives read high; inactives centre near 0; some compounds called inactive have numbers as strong as hits; reference of the scale not given here
# NSD2 inh = blocks human histone methyltransferase NSD2 | AID 743445 | 310,000 compounds, 0.54% hits | NSD2 peptide methylation, AlphaScreen, 120 min | O96028 | inhibition, % at 12.5 µM; in the data active = inhibition above about 50%
# dFosB activator = activators of mouse delta FosB homodimer | P13346 | purified delta FosB, TAMRA-CDK5 oligo fluorescence polarization; percent of positive-control signal above neutral wells | activation, % at 25 µM | 340,000 compounds, 0.99% hits | AID 493131;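 active = mean activation above about 17%, with every replicate also reaching it, limit read from the data, passing the limit was not always enough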;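 also: fluorescence polarization rise as delta FosB binds a TAMRA Cdk5 AP-1 oligo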
# Target sequence (P13346 whole entry, looked up): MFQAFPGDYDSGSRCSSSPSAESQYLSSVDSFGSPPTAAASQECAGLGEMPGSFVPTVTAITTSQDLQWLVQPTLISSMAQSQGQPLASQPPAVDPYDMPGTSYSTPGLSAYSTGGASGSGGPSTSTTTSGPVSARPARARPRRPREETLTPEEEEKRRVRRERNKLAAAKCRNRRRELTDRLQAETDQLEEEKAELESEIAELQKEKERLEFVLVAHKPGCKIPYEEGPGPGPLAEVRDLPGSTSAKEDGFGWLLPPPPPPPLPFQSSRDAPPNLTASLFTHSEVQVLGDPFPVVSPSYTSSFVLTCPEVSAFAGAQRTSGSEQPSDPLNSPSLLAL
# Wnt bcat act = Wnt/beta-catenin pathway activation; AID 743398; Wnt/beta-catenin reporter cell assay, activator, plate reader; 300,000 compounds, 1.2% hits; activation, % at 9.35 µM; in the data active = activation above about 30%, passing the limit was not always enough;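 also: 0% = neutral control wells and 100% = positive control wells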
# HTR5A ag = activates human HTR5A in OPRM1-OPRD1 agonist counter-screen; AID 504692; HTR5A agonist assay, luminescence, cell-based; P47898; activation, % at 9.3 µM; 340,000 compounds, 0.61% hits; in the data active = activation mostly above about 9.5%, no sharp cut-off; inactive = mostly below about 7.6%;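 also: 0% = cells with vehicle only and 100% = reference agonist; strong numbers were not always called active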
# * hit, by the source's call; / = no result given.
SMILES,CDK5 inh,SR-BI DiI inh,HTR5A inv ag,MITF act,PvdQ acylase,V-ATPase pH,NSD2 inh,dFosB activator,Wnt bcat act,HTR5A ag
O=C1S/C(=C\c2ccc(N3CCOCC3)o2)C(=O)N1Cc1ccc(F)cc1,-0.4,-9,-27,-4,3,0,/,-5,/,1
CCOC(=O)c1c(O)c2ccccc2n(C)c1=O,-0.7,-17,7,-12,-4,0,-7,1,-1,3
O=C(NC1CCCCNC1=O)c1ccccc1 (centres undefined),0.3,-27,10,/,-13,5,-1,-7,-1,4
COc1ccc(-c2ccnc(SCC(=O)c3ccc(OC)c(OC)c3)n2)cc1,/,26,-4,1,2,-1,0,-6,/,4
O=C(O)CSCc1cnn(-c2ccccc2)c1-n1cccc1,1.5,3,-39,-3,-12,-1,5,2,/,2
CCc1ccccc1NC(=O)CN(C)C(=O)COC(=O)c1cccnc1Cl,-0.3,-5,-1,-2,-4,-2,-6,-2,-4,7
CCOc1cc(NC(=O)CCl)c(OCC)cc1NC(C)=O,-1.6,-2,13,9,-5,-2,0,0,2,0
CC(C)C[C@H](NC(=O)c1[nH]cnc1C(=O)N[C@@H](C)C(=O)OC(C)(C)C)C(=O)OCc1ccccc1,1.2,13,8,-7,-10,-4,/,-1,-9,4
COc1ccccc1C(=O)NC(=S)Nc1cccc2cc(O)ccc12,-1.2,24,14,27,11,0,2,-11,3,2
O=C(NCCN1CCOCC1)C1CCCN(S(=O)(=O)c2ccc(F)cc2)C1 (centres undefined),-0.3,6,9,-4,-12,-1,-5,-2,-1,-1
CC(C)C1Oc2ccccc2N(CC(=O)N2CCOCC2)C1=O (centres undefined),-0.7,-3,-6,-1,-17,0,-1,3,3,0
CCN(c1ccccc1)S(=O)(=O)c1ccc(C(=O)Nc2nnc(COC)o2)cc1,0.0,-33,-6,/,-13,-2,0,-1,-2,2
CCN(CC)CCC(C)OC(c1ccccc1)c1ccccc1 (centres undefined),-1.3,-23,3,-1,-7,0,16,-5,-1,-1
O=C(NC1CCCCCC1)c1c(O)c2ccccc2[nH]c1=O,-1.1,-12,10,99*,11,-8,-2,0,/,-5
CN1CCN(CCCC(=O)c2ccc(F)cc2)CC1,0.2,-22,13,/,-10,4,0,0,-3,2
CCCCCn1c(=O)c(C(=O)OCC)c(Cl)c2ccccc21,0.6,-11,-1,/,11,0,-5,-13,-2,-2
CC1CCN(S(=O)(=O)c2cccc(S(=O)(=O)N3CCOCC3)c2)CC1,-1.3,-11,-6,-8,7,3,-1,-8,/,2
COc1ccc(CSC2=NCCN2)cc1Br,0.4,/,-12,10,-18,2,1,2,0,3
O=C(COc1ccc(-c2nnc(N3CCCCC3)c3ccccc23)cc1)N1CCCCC1,1.2,15,-34,-10,0,0,-8,-5,/,-1
COc1ccccc1CNCC(=O)Nc1ccccc1-n1cccc1,0.8,-2,3,-2,-4,0,6,-4,0,-3
Cc1cc(C)nc(/N=C(\N)Nc2cc([N+](=O)[O-])ccc2C)n1,/,13,2,1,-6,2,/,-5,-7,0
O=C(Nc1csc([N+](=O)[O-])c1)Nc1ccccc1Cl,0.1,31,20,/,-11,3,-2,1,27,8
CCCOc1ccc(CN(CCC#N)C(=S)NC(=O)c2ccccc2)cc1,-2.2,-1,-2,-7,-17,4,1,-4,6,-5
CC(=O)c1c(C)nc2ccc(Cl)cn12,1.9,-15,10,0,4,-3,-2,0,-3,3
Cc1cc(CSc2ccccc2)ccc1NC(=O)c1ccc(C)c([N+](=O)[O-])c1,2.7,-1,-2,44,-11,3,-4,-2,-7,1

# A draw from above in order of molar mass, ascending.
SMILES,CDK5 inh,SR-BI DiI inh,HTR5A inv ag,MITF act,PvdQ acylase,V-ATPase pH,NSD2 inh,dFosB activator,Wnt bcat act,HTR5A ag
CC(=O)c1c(C)nc2ccc(Cl)cn12,1.9,-15,10,0,4,-3,-2,0,-3,3
COc1ccccc1CNCC(=O)Nc1ccccc1-n1cccc1,0.8,-2,3,-2,-4,0,6,-4,0,-3
CCc1ccccc1NC(=O)CN(C)C(=O)COC(=O)c1cccnc1Cl,-0.3,-5,-1,-2,-4,-2,-6,-2,-4,7

# (cont.)
SMILES,CDK5 inh,SR-BI DiI inh,HTR5A inv ag,MITF act,PvdQ acylase,V-ATPase pH,NSD2 inh,dFosB activator,Wnt bcat act,HTR5A ag
COc1ccc(NC(=O)NC2CCCc3ccccc32)cc1OC (centres undefined),1.8,61,-3,-3,-6,4,-2,8,2,1
CCOC(=O)c1ccccc1NC(=O)COC(=O)CSC(C)C(=O)Nc1cc(C)on1 (centres undefined),-0.1,-7,-8,-2,-12,4,2,-14,0,0
O=C(Nc1nccs1)c1ncc(Cl)c(Cl)c1Cl,0.5,/,-16,12,-3,-2,-4,-9,10,6
CN1CCN(NC(=O)c2ccc(Cl)s2)CC1,-0.1,-3,-2,1,13,-1,1,7,0,1
CN(C)/N=C/c1ccc(OS(=O)(=O)c2ccccc2)cc1,-1.3,-10,8,36,-5,1,-1,-3,6,-3
COc1ccccc1-c1nnc(SCC(=O)NC2CCCCC2)n1N,1.0,-4,11,16,-10,-4,-4,-6,-3,-3
O=S(=O)(Cc1nnnn1-c1ccccc1)c1ccccc1,0.4,-15,6,15,2,-1,-1,-4,-2,1
CCn1c(SCC(=O)Nc2cc(C)on2)nnc1-c1ccncc1,0.7,-32,16,-1,-5,-4,3,4,/,2
Cc1ccc(Cl)cc1NC(=S)N(CCN(C)C)C(C)c1ccccn1 (centres undefined),-0.4,-25,-21,3,-8,2,12,-4,-4,3
COc1ccc2c(c1)C(c1ccccc1)NC(=O)C2 (centres undefined),-2.2,-39,11,12,2,-2,/,4,0,4
O=C(c1ccc2nc(-c3ccco3)c(-c3ccco3)nc2c1)N1CCN(c2ccccc2)CC1,-0.1,16,-2,-1,-9,1,3,-10,/,4
CN(CC(=O)NC1CCCCC1)S(=O)(=O)c1ccc(Cl)cc1,1.0,2,4,/,-1,11*,-7,-7,-6,-1
COC(=O)C1=C(Nc2ccc(C)cc2)C=C(C)C(C(=O)OC)C1c1ccc(OC)cc1 (centres undefined),-2.0,39,0,/,2,-4,-2,-1,-5,4
O=C(NCc1ccccc1CN1CCCC1)c1cccc(S(=O)(=O)N2CCCC2)c1,0.1,2,-26,8,10,1,3,-13,1,11
Cc1cccc(-c2nnc(SCC(=O)NC3CCCC3)o2)c1,0.5,8,14,9,-18,2,-1,4,3,-6
CN(CC(=O)Nc1cccc(F)c1)C(=O)c1cn(-c2ccccc2)nc1-c1ccccc1,0.4,-13,1,0,-13,-6,1,-4,4,0
S=C(NCc1ccc2[nH]c3c(c2c1)CCCC3)Nc1ccccc1Cl,-1.7,66,-18,/,-7,2,/,-1,0,10
CCC(=O)N1c2ccc(S(=O)(=O)NCc3ccco3)cc2CC1C (centres undefined),0.9,5,-20,4,-14,2,1,-6,-3,3
CC1=NN(c2ccccc2)C(=O)/C1=C\c1sccc1C,0.1,15,10,-24,-10,0,4,2,2,3
O=C(Nc1cccc(Cl)c1)NC1CC2CCC(C1)N2Cc1cccs1 (centres undefined),-0.7,9,2,5,-30,1,-3,-6,0,-1
CCOC(=O)C1(CCOc2ccccc2)CCN(Cc2cccc(-n3cccn3)c2)CC1,0.3,11,-2,-13,-6,-2,1,-3,-1,1
CCCc1ccc(S(=O)(=O)N2CCN(C(C)C(=O)NCc3ccccc3)CC2)cc1 (centres undefined),-1.4,-19,19,-7,-5,-1,1,-6,-4,5
Cc1cc(-c2ccccc2)nc(Nc2nc3c(C)cccc3c(=O)[nH]2)n1,1.3,/,-18,11,-17,3,-1,-6,9,2
COc1cc2c(O)c3c(c(-c4ccc5c(c4)OCO5)c2cc1OC)C(=O)OC3,-0.1,-15,-8,-28,-1,-2,/,-8,5,6
CCOC(=O)C1(C)NC(c2ccco2)C2C(=O)N(C)C(=O)C21 (centres undefined),-1.4,-5,-1,-1,15,1,23,3,0,0

# Next results:
SMILES,CDK5 inh,SR-BI DiI inh,HTR5A inv ag,MITF act,PvdQ acylase,V-ATPase pH,NSD2 inh,dFosB activator,Wnt bcat act,HTR5A ag
Cc1cc(-c2nnc(SCC(=O)Nc3ccccc3)n2C)no1,-0.5,6,-9,-5,-12,3,-1,-5,27,-2
O=C(NCCCN1CCOCC1)c1ccccc1-c1ccccc1,1.1,-13,-33,2,15,4,3,-6,-6,1
CC(C)(C)N1C(=O)c2ccc(C(=O)Nc3nccs3)cc2C1=O,0.3,-9,5,140*,-18,0,3,-7,/,-2
CC(=O)c1ccc(OC(=O)C2c3ccccc3Oc3ccccc32)cc1,1.0,-22,-16,0,-18,-5,-2,-8,-1,0
C/C=C/c1ccc(OCCOc2cc(C=O)ccc2OC)c(OC)c1,0.2,15,4,55,-13,0,0,4,13,-1
CCOC(=O)c1ccc(CC(=O)c2ccc(O)c(O)c2O)o1,0.9,5,-4,-8,-3,0,91*,-2,-2,2
Cc1cc(C)c(S(=O)(=O)Nc2cccc(/C=C/C(=O)O)c2)c(C)c1,1.2,15,-27,1,-11,3,4,-2,0,5
CCN(CC(=O)Nc1ccc(NC(C)=O)cc1)C(=O)Cc1ccccc1F,0.6,14,0,1,-9,2,-6,-1,-3,-1
CCOc1ccc(N=C2NC(=O)CS2)cc1,1.0,-10,-1,/,-7,0,-4,-4,-1,0
COc1ccc(Cc2noc(CN3CCN(c4ccc(Cl)cn4)CC3)n2)cc1OC,1.0,/,-1,-29,-14,5,-5,-5,-2,-2
COc1cccc(C(=O)COC(=O)C(C)N2C(=O)c3ccccc3C2=O)c1 (centres undefined),5.6,-15,7,6,8,1,-1,-3,/,-3
CCN(C(=O)CSc1nnc(-c2ccncc2)n1-c1ccccc1)C1CCS(=O)(=O)C1 (centres undefined),0.4,23,20,15,-13,-2,0,0,-2,-2
COCCn1cc(C(=S)N2CCOCC2)c2ccccc21,-0.1,-18,-13,-21,-13,4,2,8,-4,3
Cc1ccccc1-c1nc(CS(=O)(=O)CC(=O)Nc2cc(F)ccc2F)c(C)o1,-1.4,4,12,/,-8,1,/,-8,-2,8
COc1cccc(N2CC(O)=C(c3nc4ccccc4c(=O)[nH]3)C2=N)c1,1.0,56,-11,-7,10,1,/,-5,/,5
Cc1cccc2c1cnn2C(=O)CCC(=O)N1CCC(C)CC1,-1.4,-10,-5,/,-5,-3,/,-10,-1,2
Cc1cc(OC(C)C(=O)Nc2ccccc2C(=O)N2CCCC2)ccc1Cl (centres undefined),-2.8,-14,-6,-18,-14,5,-1,-6,-2,2
CCOC(=O)c1cc2c(ccn2C)n1Cc1ccccc1C,-0.6,-24,-12,4,-2,-4,28,0,-1,5
Cc1ccc(NC(=S)NNC(=O)c2nn(C)cc2Cl)cc1,3.2,-3,24,21,-13,1,3,-2,13,-7
CCOc1ccccc1NS(=O)(=O)c1ccc(OC)c(OC)c1,-0.3,11,15,/,-9,2,-1,-6,/,-1
O=C(NCC1CCCO1)c1nn2c(C(F)(F)F)cc(-c3cccs3)nc2c1Br (centres undefined),0.6,12,7,20,5,-3,4,1,-2,-3
CCOC(=O)c1csc(NC(C)=O)n1,-0.1,0,-10,4,-2,-1,-11,-2,0,-4
CCN(CC)C(=O)C1CCCN(Cc2ccc(OC)c(C)c2C)C1 (centres undefined),0.1,-12,-7,-13,-9,5,53*,-3,-1,3
Cc1ccc(S(=O)(=O)NCc2cn3ccsc3n2)c(C)c1,-2.6,-16,-8,-6,-8,-3,-1,-4,/,3
O=C(CCN1C(=O)c2ccccc2C1=O)NC(=S)Nc1ccccc1Cl,-1.3,-7,5,6,-12,-3,0,-7,-2,-2
COc1ccc(-n2cccc2C=O)cc1OC,1.6,7,6,-6,-14,-2,1,-3,/,-2
Cc1ccc(OCCCC(=O)NC2CCCCC2)cc1,-1.1,-19,-17,/,-27,2,0,5,-2,5

# Compounds as they come (roughly 5% active in at least one column).
